Screening results (PubChem BioAssay)
TRHR PAM = TRH receptor (human) allosteric enhancement | AID 493056 | P34981 | actives 0.66% (n = 360,000) | TRHR cells, fluo-8 calcium fluorescence, EC20 TRH enhancement | enhancement, % at 2 µM; in the data active = enhancement above about 30%; also: 0% is about no effect
Target sequence (P34981 whole entry, looked up): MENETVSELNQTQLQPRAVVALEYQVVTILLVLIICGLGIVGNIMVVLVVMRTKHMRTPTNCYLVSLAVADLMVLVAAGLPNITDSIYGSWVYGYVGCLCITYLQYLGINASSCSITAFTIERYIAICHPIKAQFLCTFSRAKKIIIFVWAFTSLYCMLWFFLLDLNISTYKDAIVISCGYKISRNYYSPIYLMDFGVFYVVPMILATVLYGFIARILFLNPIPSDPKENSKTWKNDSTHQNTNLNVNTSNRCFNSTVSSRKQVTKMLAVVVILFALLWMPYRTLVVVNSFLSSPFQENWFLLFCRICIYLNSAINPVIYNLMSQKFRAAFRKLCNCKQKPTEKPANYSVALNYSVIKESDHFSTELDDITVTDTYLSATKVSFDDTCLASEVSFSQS
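TRHR-expressing cells loaded with fluo-8 calcium dye were read kinetically (ex 480/em 530) during compound addition, then stimulated with an EC20 of TRH (10 nM final). Enhancement of the Gq-mediated intracellular calcium response was scored.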
TRHR ag = activates the human TRH receptor. TRHR cells, calcium flux fluo-8, FDSS agonist mode. activation, % at 2 µM. actives 0.18% (n = 360,000). AID 493084; in the data active = activation above about 30%; also: 0% is about no effect
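Fluo-8-loaded TRHR cells; 10 s baseline, compound added, kinetic Ca2+ fluorescence read 1/s, agonist mode.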
USP1 inh = inhibitors of human USP1/UAF1 deubiquitinase. recombinant USP1/UAF1, Ub-Rhodamine cleavage fluorescence. AID 743255. Potency, µM (doses to about 57.1 µM), for inactives: at the top dose activity change, negative = inhibition, most hits filed as inhibitors. O94782. actives 0.23% (n = 390,000); also: potency is read from the fitted curve at half-maximal effect; % is scaled to controls: 0 for no effect and ±100 for the full control effect; nearly all actives have a fitted effect of over 60% in size; inactives centre near -12
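High-throughput fluorogenic screen: 1nM USP1/UAF1 complex, Ub-Rho substrate 150nM final, 50mM HEPES pH 7.8 with 0.5mM EDTA, 0.1 mg/ml BSA, 1mM TCEP and 0.01% Tween-20.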
D2 antagonist = antagonists of human D2 dopamine receptor; P14416; HEK293 TREx D2 cells, calcium flux, dopamine EC80; inhibition, % at 10 µM; actives 2% (n = 340,000); AID 485344; in the data active = inhibition above about 30%; also: 0% is about no effect
Target sequence (P14416 whole entry, looked up): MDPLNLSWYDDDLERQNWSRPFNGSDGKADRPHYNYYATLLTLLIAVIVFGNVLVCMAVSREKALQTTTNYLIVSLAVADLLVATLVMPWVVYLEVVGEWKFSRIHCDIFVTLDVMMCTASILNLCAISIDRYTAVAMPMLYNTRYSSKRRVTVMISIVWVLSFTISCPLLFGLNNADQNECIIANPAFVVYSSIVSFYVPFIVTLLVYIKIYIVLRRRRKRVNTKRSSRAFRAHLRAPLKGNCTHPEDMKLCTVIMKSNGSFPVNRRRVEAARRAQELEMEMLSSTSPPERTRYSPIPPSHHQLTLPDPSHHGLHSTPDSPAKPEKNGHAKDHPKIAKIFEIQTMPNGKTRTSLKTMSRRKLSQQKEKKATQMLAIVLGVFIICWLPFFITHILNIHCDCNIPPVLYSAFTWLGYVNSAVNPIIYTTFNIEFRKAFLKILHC
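Overnight-induced (tetracycline, 30 C) HEK293 T-REx cells carrying force-coupled D2 receive a no-wash calcium dye, then compound, then EC80 dopamine at 180 s; signals are read kinetically throughout.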
Pin1 inhibitor = human Pin1 inhibition; Q13526; Pin1 FP peptide displacement, HiFluor488, 10 min; Potency, µM (highest dose often 115 µM), without a hit: at the highest dose activity, negative = inhibition, actives largely listed as inhibitors; actives 0.009% (n = 390,000); AID 504891; active = well fitted inhibition curve with a large enough effect in the polarisation, with a control signal flat, not every such curve was filed as active; inconclusive = small, poorly fitted or top-dose-only effect, or effect the other way, or a change in a side signal; inactive = no such curve, though single readings can be large or run the other way; the % refers to the polarisation; also: potency is read from the fitted curve at half-maximal effect; % is scaled to controls: 0 for no effect and ±100 for the full control effect
Target sequence (Q13526 whole entry, looked up): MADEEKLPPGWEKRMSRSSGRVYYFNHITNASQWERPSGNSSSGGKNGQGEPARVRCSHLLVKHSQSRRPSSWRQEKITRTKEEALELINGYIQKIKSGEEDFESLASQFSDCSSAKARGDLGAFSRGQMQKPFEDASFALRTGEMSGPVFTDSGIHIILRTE
D2 ag = activates the human D2 dopamine receptor | P14416 | HEK293 T-REx D2 cells, calcium flux agonist mode | activation, % at 2 µM | actives 0.53% (n = 340,000);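 active = activation over 3 SD above normal in the single-dose calcium agonist read, cut at about 30% in these data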; also: 0% is about no effect
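HEK293 Trex D2 cells, tetracycline-induced, o/n 30 C 5% CO2; no-wash Ca dye, RT 30–90 min; 10-cycle baseline, 23 nl cpd added, kinetic Ca read 180 s; agonist hits = positive Ca response.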
mIDH1 inhibitor = inhibitors of human mutant IDH1 R132H; O75874; actives 0.093% (n = 390,000); IDH1-R132H enzyme, NADPH consumption, diaphorase/resazurin fluorescence; AID 602179; Potency, µM (highest dose often 76.6 µM), without a hit: at the highest dose activity change, negative = inhibition, actives largely listed as inhibitors; also: potency is read from the fitted curve at half-maximal effect; % is scaled to controls: 0 for no effect and ±100 for the full control effect; nearly all actives have a fitted effect of over 65% in size
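IDH1-R132H (0.5 ug/mL dispensed) in pH 7.5 Tris buffer was preincubated 30 min with compound, then given a substrate mix of 0.016 mM NADPH and 2 mM alpha-KG for 80 min at room temperature; remaining NADPH was read by diaphorase/resazurin fluorescence.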
TrxR1 substrate = rat thioredoxin reductase 1 substrate activity. O89049. purified TrxR1 substrate turnover, NADPH consumption readout. Potency, µM (highest dose often 114 µM), without a hit: at the top dose activity change, negative = substrate turnover. actives 0.01% (n = 390,000); also: potency is read from the fitted curve at half-maximal effect; % is scaled to controls: 0 for no effect and ±100 for the full control effect; nearly all actives have a fitted effect of over 50% in size
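Rat TrxR1, dispensed at 90 nM, was prereduced with 400 uM NADPH (final) for 5 min at ~22 deg C, then incubated with compound 15 min before 400 uM selenite. A first-read NADPH fluorescence drop versus no-compound background flagged substrates.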
rTrxR1 inhibitor = inhibitors of rat thioredoxin reductase 1. O89049. recombinant rTrxR1, NADPH fluorescence consumption, selenite substrate. AID 588453. Potency, µM (top dose mostly 114 µM), for the others: at the top dose activity change, negative = inhibition, actives largely listed as inhibitors. actives 1% (n = 390,000); also: potency is read from the fitted curve at half-maximal effect; % is scaled to controls: 0 for no effect and ±100 for the full control effect; nearly all actives have a fitted effect of over 65% in size
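Rat TrxR1 (90 nM in the dispensed reagent) was pre-reduced with 400 uM NADPH for 5 min at room temperature, then incubated with compound for 15 min. After 400 uM selenite was added, NADPH fluorescence (Ex 340/Em 450 nm) was followed for 8 min.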
* hit, by the source's call; ? = inconclusive; · = not tested or not shown; [ ] = another dose, or the depositor's remark. Unless noted, calls follow the shape of the dose curve; as a rule, active = well fitted inhibition curve with a large enough effect; inconclusive = small, poorly fitted or top-dose-only effect; inactive = no such curve, though single readings can be large or run the other way. An excerpt, so the mix of outcomes need not match the whole.

Codes – A = TRHR PAM; B = TRHR ag; C = USP1 inh; D = D2 antagonist; E = Pin1 inhibitor; F = D2 ag; G = mIDH1 inhibitor; H = TrxR1 substrate; I = rTrxR1 inhibitor
COc1ccc(N2C(=O)C3ON(C4SC(=S)N(C)C4(C)C)C(c4ccc(Cl)cc4)C3C2=O)cc1 (stereo unspecified)
  A: 1	B: 1.6	C: -11%	D: 3	E: -2%	F: 1.5	G: 3%	H: -5%	I: -3%
CCCCNC(=O)CCn1nc(-c2ccc(C)cc2)c2ccccc2c1=O
  A: -12	B: -0.4	C: -21%	D: 10	E: -5%	F: -0.3	G: 5%	H: 2%	I: 17%
CC1CCC/C(=C(\C#N)c2nc(-c3cc4ccccc4oc3=O)cs2)C1 (stereo unspecified)
  A: 1	B: 0.7	C: -22%	D: 26	E: 34%[activator]	F: -0.1	G: 1%	H: 14%[57.1 µM]	I: 3%[57.1 µM]
COc1cc(Cl)c(C)cc1NC(=O)c1cc2c(Cl)nc3ccc(C)cc3c2s1
  A: 6	B: 0.8	C: -17%	D: ·	E: -4%	F: 1.0	G: -2%	H: 1%	I: 16%
CCn1nc(C(=O)Nc2nc3ccc(C)cc3s2)c2ccccc2c1=O
  A: 6	B: 0.6	C: -2%	D: 3	E: 6%	F: 0.4	G: 0%	H: 10%	I: 15%
COc1ccc(OC)c(NC(=O)CSc2nnc(CNC(=O)c3ccccc3F)o2)c1
  A: 6	B: -0.7	C: -13%	D: -6	E: -5%	F: 0.3	G: -6%	H: -3%	I: 12%
Cc1ccc(C(=O)N/C(=C\c2cccs2)C(=O)NCCCn2ccnc2)cc1
  A: 4	B: -0.3	C: -10%	D: -8	E: -8%	F: 0.5	G: 0%	H: -7%	I: -12%
OCC[C@H]1C[C@@H](O)[C@H](O)[C@@]2(Cc3ccccc3CCO2)O1
  A: 1	B: 0.1	C: -27%	D: 5	E: 2%	F: 1.2	G: 0%	H: 3%	I: -2%
Cc1nc2c(sc(=S)n2Cc2ccco2)c(=O)n1CC(=O)Nc1ccccc1Cl
  A: -9	B: 0.3	C: -19%	D: 1	E: ?	F: 0.7	G: 6%	H: 8%	I: 6%
COc1ccc(N2CCN(C(=O)COC(=O)c3cnccn3)CC2)cc1
  A: 0	B: 0.1	C: -15%	D: -4	E: 2%	F: 0.4	G: 7%	H: 2%	I: 8%
CC(=O)Nc1ccc(-c2csc(Nc3ncccn3)n2)cc1
  A: 10	B: -0.2	C: -24%	D: -12	E: 1%	F: -0.1	G: -8%	H: -1%	I: 17%
Cc1ccccc1-c1nc(C#N)c(N2CCCCC2)o1
  A: 4	B: -1.6	C: -8%	D: -4	E: 0%	F: -1.0	G: 0%	H: 37%[activator][57.1 µM]	I: 13%[57.1 µM]
CCNc1c(NC(C)=O)c(=O)oc2ccccc12
  A: -11	B: 1.8	C: 6%	D: 1	E: -9%	F: 0.9	G: 15%	H: 4%[57.1 µM]	I: 18%[57.1 µM]
O=C(/C=C/c1ccccc1Cl)Nc1cccc(O)c1
  A: -4	B: 0.3	C: -10%	D: 0	E: 2%	F: -0.3	G: 25%	H: -4%	I: 11%
Cc1cccc(C(=O)N2CCN(c3ccccn3)CC2)c1
  A: -3	B: -0.7	C: -9%	D: ·	E: ?	F: ·	G: 2%	H: 7%	I: 17%
O=C(CSc1nnc(-c2ccccn2)o1)Nc1ccccc1
  A: 0	B: 0.3	C: ?	D: -14	E: -7%	F: 0.5	G: -4%	H: 2%[57.1 µM]	I: 15%
CCc1ccc(OCC(=O)N2CC(C(=O)OC)Oc3ccccc32)cc1 (stereo unspecified)
  A: -7	B: 0.4	C: 3%	D: 10	E: ?	F: 0.1	G: 11%	H: -3%	I: 13%
c1ccc(C(c2ccccc2)N2CCN(Cc3nnnn3C3CCCC3)CC2)cc1
  A: -11	B: -0.3	C: -23%	D: -2	E: 1%	F: -0.2	G: ?	H: -11%[57.1 µM]	I: 0%[57.1 µM]
CCN1CCN(Cc2c(O)ccc3c(C)c(-c4ccc(OC)cc4)c(=O)oc23)CC1
  A: 4	B: -0.1	C: 0%	D: ·	E: 3%	F: 0.4	G: -3%	H: 50%[activator][57.1 µM]	I: -10%[57.1 µM]
O=C(O)c1cn(-c2ccccc2)c(=O)c2ccccc12
  A: -2	B: 0.2	C: 4%	D: ·	E: 4%	F: ·	G: 0%	H: -4%	I: -13%
CCOC(=O)C1(Cc2ccccc2C)CCCN(C(=O)CN2C(=O)CSC2=O)C1 (stereo unspecified)
  A: 4	B: -0.4	C: -10%	D: -7	E: -1%	F: 0.3	G: -2%	H: 2%	I: 28%
CC(=O)Nc1ccc(N=Cc2c(O)c(C(=O)Nc3ccccc3)cc3ccccc23)cc1
  A: -1	B: 109*	C: -6%	D: 19	E: ?	F: 65*	G: 5%	H: -6%	I: 17%
CCc1ccc(C2C(C(=O)Nc3ccccc3)=C(C)Nc3nc(SCC(=O)c4ccc(C)cc4)nn32)cc1 (stereo unspecified)
  A: 1	B: 0.3	C: 6%	D: ·	E: 1%	F: 0.1	G: -9%	H: -7%[57.1 µM]	I: 4%[57.1 µM]
Cc1ccccc1NS(=O)(=O)c1ccc(OCC(=O)NCc2ccccn2)cc1
  A: 5	B: -0.8	C: -4%	D: ·	E: -6%	F: ·	G: -5%	H: 5%	I: 10%
Cc1occc1-c1nnc(SCC(=O)NC2CCCC2)n1-c1ccccc1
  A: -2	B: -0.1	C: -11%	D: -20	E: -21%	F: 0.0	G: -6%	H: 6%	I: -5%
Cc1ccccc1OC(C)C(=O)Nc1cccnc1 (stereo unspecified)
  A: -3	B: 0.4	C: -1%	D: 5	E: -3%	F: 0.1	G: 0%	H: -5%	I: ?
O=C(COC(=O)/C=C/c1ccc(F)cc1)Nc1cccc(S(=O)(=O)N2CCCC2)c1
  A: -3	B: 0.9	C: -17%	D: 1	E: 1%	F: -0.8	G: 3%	H: -7%	I: -8%
COc1ccc(/C=N/Nc2cc(=O)n(C)c(=O)n2C)cc1OC
  A: -7	B: 1.4	C: -14%	D: -10	E: -14%	F: 1.0	G: -1%	H: -10%	I: -21%
CCc1ccc(NC(=S)N2CCN(S(=O)(=O)c3ccccc3)CC2)cc1
  A: 0	B: 0.1	C: -18%	D: -9	E: 1%	F: -0.1	G: 1%	H: -5%	I: 11%
Cc1ccc(C(=O)N(Cc2cccnc2)Cc2cc3cc(C)ccc3n3nnnc23)cc1
  A: -13	B: -0.1	C: -1%	D: 11	E: -2%	F: -1.5	G: -4%	H: -1%	I: 0%
O=C(Nc1ccccc1)N1CCN(c2nc(-c3ccccc3)ns2)CC1
  A: -2	B: 0.7	C: -26%	D: -3	E: -6%	F: 1.4	G: 3%	H: 1%[57.1 µM]	I: 3%[57.1 µM]
CCCS(=O)(=O)Nc1cc(-c2cn3cccc(C)c3n2)ccc1C
  A: 3	B: -2.0	C: 8%	D: ·	E: -10%	F: -0.2	G: 0%	H: 28%	I: 12%
COc1ccc(Cn2nnnc2CN(Cc2cc3cc(C)ccc3[nH]c2=O)C2CCCC2)cc1
  A: 7	B: -0.5	C: ?	D: ·	E: 24%	F: ·	G: 3%	H: 9%	I: -28%
CN(C)C(=O)c1cn(-c2ccccc2)nc1-c1cc2ccccc2oc1=O
  A: 0	B: -0.6	C: -24%	D: -2	E: -5%	F: -0.1	G: -8%	H: 9%[57.1 µM]	I: 6%[57.1 µM]
Cc1ccc2c(c1)C1CC(C)(O2)N(c2cccc(C(=O)NC3CCN(Cc4ccccc4)CC3)c2)C(=O)N1 (stereo unspecified)
  A: -5	B: 0.8	C: -16%	D: ·	E: -5%	F: ·	G: -12%	H: -1%	I: 17%
O=C(Oc1c(-c2ccccc2)oc2ccccc2c1=O)c1ccccc1
  A: -4	B: -0.6	C: -19%	D: -14	E: -2%	F: 1.0	G: -1%	H: -8%	I: -3%
COc1ccc(N(C(=O)c2snc(C(N)=O)c2N)C(C(=O)NC2CCCC2)c2ccco2)cc1 (stereo unspecified)
  A: 7	B: -0.2	C: ?	D: -9	E: -2%	F: -1.5	G: -9%	H: 6%	I: 19%

An excerpt from above in order of molecular weight, highest first:
Codes – A = TRHR PAM; B = TRHR ag; C = USP1 inh; D = D2 antagonist; E = Pin1 inhibitor; F = D2 ag; G = mIDH1 inhibitor; H = TrxR1 substrate; I = rTrxR1 inhibitor
COc1ccc(N(C(=O)c2snc(C(N)=O)c2N)C(C(=O)NC2CCCC2)c2ccco2)cc1 (stereo unspecified)
  A: 7	B: -0.2	C: ?	D: -9	E: -2%	F: -1.5	G: -9%	H: 6%	I: 19%
O=C(COC(=O)/C=C/c1ccc(F)cc1)Nc1cccc(S(=O)(=O)N2CCCC2)c1
  A: -3	B: 0.9	C: -17%	D: 1	E: 1%	F: -0.8	G: 3%	H: -7%	I: -8%
CCc1ccc(NC(=S)N2CCN(S(=O)(=O)c3ccccc3)CC2)cc1
  A: 0	B: 0.1	C: -18%	D: -9	E: 1%	F: -0.1	G: 1%	H: -5%	I: 11%
O=C(Nc1ccccc1)N1CCN(c2nc(-c3ccccc3)ns2)CC1
  A: -2	B: 0.7	C: -26%	D: -3	E: -6%	F: 1.4	G: 3%	H: 1%[57.1 µM]	I: 3%[57.1 µM]
CN(C)C(=O)c1cn(-c2ccccc2)nc1-c1cc2ccccc2oc1=O
  A: 0	B: -0.6	C: -24%	D: -2	E: -5%	F: -0.1	G: -8%	H: 9%[57.1 µM]	I: 6%[57.1 µM]
CCCS(=O)(=O)Nc1cc(-c2cn3cccc(C)c3n2)ccc1C
  A: 3	B: -2.0	C: 8%	D: ·	E: -10%	F: -0.2	G: 0%	H: 28%	I: 12%
O=C(Oc1c(-c2ccccc2)oc2ccccc2c1=O)c1ccccc1
  A: -4	B: -0.6	C: -19%	D: -14	E: -2%	F: 1.0	G: -1%	H: -8%	I: -3%
COc1ccc(/C=N/Nc2cc(=O)n(C)c(=O)n2C)cc1OC
  A: -7	B: 1.4	C: -14%	D: -10	E: -14%	F: 1.0	G: -1%	H: -10%	I: -21%
